Screening data deposited in PubChem by Broad Institute.
INS-1E GSIS act: GLuc luminescence reporter in INS-1E cells, primary screen for activators of glucose-dependent secretion of insulin. activation, % at 16.6 µM. INS-1E GLuc reporter insulin secretion, 2-3 h. 370,000 compounds, 0.61% hits;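 active = lowest replicate activation of at least 40%, so every replicate reaches that level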;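 also: 0% = median of neutral control wells and 100% = median of IBMX positive control wells; some compounds called inactive have numbers as strong as hits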
DENV2 CPE: inhibitors of DENV2 cytopathic effect. DENV2-infected cells, cytopathic effect rescue, plate reader. CPE inhibition, % at 9.99 µM. 350,000 compounds, 1.7% hits. AID 651640; in the data active = CPE inhibition above about 20%, passing the limit was not always enough; inconclusive = no clear call, values can overlap the other calls; tested in BHK-21 cells;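 also: 0% = median of neutral control wells and 100% = median of positive control wells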
EWS-Fli block: EWS/Fli transcriptional activity inhibition; A673 NR0B1-luciferase reporter, viability-normalised; inhibition, % at 12.6 µM; 350,000 compounds, 0.67% hits;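 active = mean inhibition of at least 50% after viability correction, with every replicate also passing that limit; inconclusive = mean reaches 50% but only one of two replicates passes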;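 also: firefly luciferase signal divided by Alamar Blue viability fluorescence both relative to DMSO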
miR122 inh: miR-122 inhibition in Huh7 cells. activation (reporter increase), % at 12.5 µM. AID 602342. 340,000 compounds, 0.3% hits. Huh7 miR-122 Renilla luciferase sensor, 48 h; neutral wells = 0, positive control = 100;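 active = mean replicate activation score at least 90 and every replicate individually at or above 90; inconclusive = only one of the two criteria met; inactive = neither criterion met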;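 also: higher luciferase means less miR-122 activity so hits act as miR-122 inhibitors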
PAX8 inh HTS: inhibitors of PAX8 transcriptional activity in RMG-I cells. 360,000 compounds, 1.2% hits. AID 652154. RMG-I TPO-luciferase reporter, SteadyGlo, 24 h. inhibition, % at 12.6 µM;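 active = mean replicate inhibition at least 60% with every replicate also reaching 60%; inconclusive = only one of the two criteria is met; inactive = mean below 60% and not all replicates reaching 60%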;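 also: luciferase light reporting Pax8 driven TPO promoter activity; plate controls were median of neutral control wells for no effect and mitoxantrone controls for full effect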
CFTR F508del cor: correctors of CFTR F508del function in bronchial epithelial cells. 350,000 compounds, 0.36% hits. activity (quench increase), % at 7.58 µM. CFBE cells, YFP halide quenching; stimulated with forskolin plus potentiator P3; % fluorescence drop versus neutral controls;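 active = mean added fluorescence quench of at least 8% versus neutral control, with both replicates also reaching 8%; inconclusive = only one of the mean or replicate conditions met; inactive = mean below 8% and not both replicates reaching 8%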;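 also: cells transiently co-express mutant CFTR-F508del with the halide-sensitive YFP; corrector assay measuring rescue of mutant channel to the surface after 24 h compound exposure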
FN deposition inh: fibronectin deposition inhibition. AID 743247. 350,000 compounds, 0.086% hits. AH1F fibroblasts, Alexa488-fibronectin deposition fluorescence, overnight. inhibition, % at 12.6 µM;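 active = mean inhibition across replicates of 30% or more, regardless of how many single replicates reach that level; inconclusive = mean under 30% yet at least half of replicates reach 30%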;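 also: positive control wells lacked labelled fibronectin entirely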
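Assay system: AH1F fibroblast monolayer, labelled fibronectin deposition. Amount: 10000 cells per well. Also added: labelled fibronectin 24 nM. Compound: single-point pinned compound. Incubation: cell attachment 1 h, compound and FN exposure overnight. Detection: fluorescence after three HBSS washes, excitation 485 nm, emission 525 nm. Read-out: inhibition of fibronectin deposition signal.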
The depositor's hits bear a star; ? = inconclusive; nt = no result given; & = joins results of further samples; [ ] = another dose, or the depositor's remark.

Order of results – INS-1E GSIS act, DENV2 CPE, EWS-Fli block, miR122 inh, PAX8 inh HTS, CFTR F508del cor, FN deposition inh
> COc1cccc(-n2c(Cc3cc(=O)[nH]c(=O)[nH]3)nnc2SCC(=O)NC2CCCCC2)c1
  -13.8, 3.3, -1.0, -3.6, -12.5, 0.8, -2.8
> C[C@@H]1CN([C@@H](C)CO)C(=O)Cc2cc(NS(=O)(=O)c3ccc(F)cc3)ccc2O[C@H]1CN(C)C(=O)Nc1ccc2c(c1)OCO2
  -1.7, nt, -2.8, 5.3[16.7 µM], -16.6, -0.8, nt
> COC(=O)C[C@H]1CC[C@@H]2[C@H](COc3ccc(NC(=O)c4cc(F)cc(F)c4)cc3C(=O)N2C)O1
  -3.3, 2.9, 5.6, -33.3[16.7 µM], -9.2, 2.6, -2.0
> COc1ccc(N=NC2=C(O)CC(C)(C)CC2=O)cc1
  nt, nt, nt, -4.3, -55.3, nt, -0.6
> Cc1nc(NC(=O)CSC2=NCCS2)sc1C(=O)N(C)C
  18.6, -3.5, -12.1, -3.6, -19.2, -3.2, nt
> O=c1[nH]c2ccccc2cc1CN(CC1CCCO1)S(=O)(=O)c1ccc(Cl)cc1 (stereo not drawn)
  -1.1, 0.9, nt, -2.8, -13.8, -1.8, -0.7
> C[C@@H]1CN([C@@H](C)CO)C(=O)c2cccc(NC(=O)c3ccc(-c4nccs4)cc3)c2O[C@@H]1CN(C)Cc1ccncc1
  -17.3, -5.4, -12.2, -9.2[16.7 µM], -5.0, -1.4, nt
> C[C@@H]1CN([C@@H](C)CO)C(=O)c2cc(NC(=O)Cc3cn(C)c4ccccc34)ccc2O[C@@H]1CN(C)C(=O)NC1CCCCC1
  -20.0, 8.0, 11.8, 2.1[16.7 µM], 37.5, 3.9, -8.0
> Cc1ccc(/C=N/Nc2nc(C)cc(C)n2)cc1
  23.6, 0.2, -5.4, nt, 9.0, 0.5, 0.3
> CC(=C/c1ccccc1)/C=N/NC(=O)CSc1nc(C)cc(C)n1
  -3.5, nt, -5.9, nt, -3.7, -1.5, 7.6
> Cc1c(NC(=O)Nc2cccs2)cccc1[N+](=O)[O-]
  -16.8, nt, 6.0, nt, 18.9, -1.1, -1.1
> Cc1ccc(NC(=O)NNC(=O)C2CCN(Cc3ccc(F)cc3Cl)CC2)cc1
  10.1, -1.8, 5.3, nt, 26.8, 0.7, -3.3
> C[C@H](CO)N1C[C@H](C)[C@@H](CN(C)C(=O)C2CCC2)Oc2cc(C3=CCCC3)ccc2S1(=O)=O
  -16.4, 32.5*, 7.1, 15.4[16.7 µM], nt, -3.1, nt
> C[C@@H]1CN([C@@H](C)CO)C(=O)c2cc(NS(=O)(=O)c3cccs3)ccc2O[C@@H]1CN(C)C(=O)Nc1ccc(F)cc1
  24.1, 4.6, 0.2, -1.4[16.7 µM], nt, -3.0, -5.9
> CC1CCN(c2cc(N3CCC(C)CC3)c([N+](=O)[O-])cc2/C=C(\C#N)c2nn(-c3ccccc3)c(N)c2C#N)CC1
  nt, nt, nt, 1.0, 24.7, nt, -1.8
> Cc1cccc(C)c1N1C(=O)c2ccccc2NC(=O)C1C(=O)NCCOc1ccccc1 (stereo not drawn)
  -13.6, -9.5, 5.4, nt, -7.7, 1.4, 1.9
> O=C(NC1Cc2ccccc2C1)[C@@H]1[C@@H](CO)[C@@H]2Cn3c(cccc3=O)[C@@H]2N1C(=O)c1cnccn1
  -6.8, -0.9, 4.1, nt, 12.5, nt, -3.6
> COc1ccc(CN2C(=O)CC(Cc3ccc(C)cc3)C2=O)cc1OC (stereo not drawn)
  12.0, nt, nt, nt, 2.8, nt, 10.9
> O=C(COC(=O)c1c(F)cccc1F)Nc1ccc2c(c1)OCO2
  -5.3, -5.8, -4.2, nt, 1.7, 0.6, 2.8
> CC1=C(C(=O)N(C(C)C)C(C)C)CC(CC(=O)NC2CC2)C(=O)N1Cc1ccccc1 (stereo not drawn)
  -3.8, 2.5, 2.2, -1.5, -12.2, -0.4, 14.9

Next part:
Order of results – INS-1E GSIS act, DENV2 CPE, EWS-Fli block, miR122 inh, PAX8 inh HTS, CFTR F508del cor, FN deposition inh
> O=C(c1ccccc1)C(c1ccccc1)c1ccccc1
  3.8, -6.0, -1.5, -0.4, -4.1, -0.3, -3.3
> COCC#Cc1cnc2c(c1)C(=O)N([C@H](C)CO)C[C@@H](C)[C@H](CN(C)C(=O)c1cnccn1)O2
  35.8, -4.9, -2.6, 0.5[16.7 µM], nt, -0.9, nt
> CCCNC(=O)N1[C@H](C#N)[C@@H](c2ccccc2-c2ccc(C)cc2)[C@@H]1CO
  -9.6, 2.5, -5.3, nt, nt, -1.4, -5.6
> CCOC(=O)c1c(-c2ccc(F)cc2)csc1NC(=O)C1CC=CCC1C(=O)O (stereo not drawn)
  6.5, 9.1, 8.4, 0.3, 4.2, 0.2, 1.1
> CC(C)C(O)(C#CCN1CCCCCC1)c1ccccc1 (stereo not drawn)
  1.4, -1.7, -1.6, 6.1, -12.1, 0.2, 5.0
> COc1ccc(OCC(=O)Nc2ccc(NC(=O)c3cccs3)c(OC)c2)cc1
  -11.4, 3.1, -1.6, -3.3, -5.3, -2.2, 4.6
> C[C@H](CO)N1C[C@H](C)[C@@H](CN(C)S(=O)(=O)c2ccccc2)Oc2ccc(NC(=O)Nc3ccccc3)cc2CC1=O
  -3.4, 0.9, -14.1, 1.4[16.7 µM], -27.4, -1.8, nt
> Cc1cccc(S(=O)(=O)N2CCCCN3[C@@H](CO)[C@@H](c4ccc(-c5cccnc5)cc4)[C@@H]3C2)c1
  -31.1, 28.2*, nt, -1.2[16.7 µM], -24.2, 4.7, nt
> CCOc1ccc(C(=O)O/N=C(\N)c2ccccn2)cc1
  -2.0, ?, 80.6*, -4.9, 128.1*, 8.2*, -0.3
> CCCNC(=O)[C@H]1[C@H](CO)[C@H]2Cn3c(ccc(-c4ccc(F)cc4)c3=O)[C@@H]1N2C
  -1.2, 11.7, -8.0, -0.3[16.7 µM], 10.6, -3.4, nt
> Cc1cc(OCC(=O)NC(C)C)ccc1Cl
  6.8, -4.1, -15.4, -2.9, 16.9, 0.3, 2.9
> Cn1c(=O)c([N+](=O)[O-])c(NCC2CCCO2)c2ccccc21 (stereo not drawn)
  -7.6, -3.6, 2.0, nt, 23.4, -0.2, -1.3
> CCCN1CCOC(CC(=O)Nc2ccc([N+](=O)[O-])cc2)C1=O (stereo not drawn)
  -4.2, -1.6, 6.8, -0.7, 28.4, 6.5, -1.6
> CCCN1CCC2(CC1)CN(Cc1ccccc1OC)[C@H](CO)c1c2c2ccc(OC)cc2n1C
  -1.2, -6.5, -2.0, nt, nt, 0.5, 10.2
> Cc1cccc(C(=O)OCC(=O)N2CCCCCC2)c1
  9.9, -2.6, -1.1, -1.1, -137.4, 0.4, -0.9
> CCCN1C[C@H](C)[C@H](OC)CN(C)C(=O)c2cc(NC(=O)COC)ccc2OC[C@@H]1C
  -7.9, nt, 1.4, -22.6[16.7 µM], -2.4, -0.2, 10.1
> CCN(CC)S(=O)(=O)c1ccc(C(=O)NCCc2ccccn2)cc1
  nt, -3.1, -10.7, 2.9, -24.4, 1.5, -2.4
> Cc1ccc(O)c(C(=O)c2cnc3c(c2)CN(CCC(C)C)C(=O)N3)c1
  4.5, nt, nt, 4.6, 15.3, nt, 11.0
> CN(C(=O)c1cccc(S(=O)(=O)N2CCCC2)c1)C1CCCCC1
  5.7, 5.7, -5.6, nt, -2.1, -4.7, -2.5
> O=C(NCc1cc(F)cc(F)c1)[C@H]1[C@H](CO)[C@H]2Cn3c(cccc3=O)[C@@H]1N2C(=O)c1ccccn1
  7.5, ?, -1.6, nt, -27.1, -1.0, nt

The list continues.
Order of results – INS-1E GSIS act, DENV2 CPE, EWS-Fli block, miR122 inh, PAX8 inh HTS, CFTR F508del cor, FN deposition inh
> COc1ccc(NC(=O)N(C)C[C@H]2Oc3c(NC(=O)Nc4ccccc4)cccc3C(=O)N([C@H](C)CO)C[C@@H]2C)cc1
  -8.8, 5.2, -0.1&-1.3, 4.0[16.7 µM], -19.5&4.6, 0.1&1.8, -6.2
> CC(=O)c1nnn(-c2cccc([N+](=O)[O-])c2)c1C
  3.5, -1.7, -2.5, 0.0, -16.5, -1.0, 7.0
> O=[N+]([O-])c1ccc(C2=Nn3cnnc3SC2)cc1
  -6.0, 13.0, 24.0, -2.5, 11.3, -1.7, -6.9
> Cn1cccc1CN1CCC[C@]2(N[C@H](c3ccc(C(F)(F)F)cc3)[C@@H]3C(=O)N(Cc4ccccc4)C(=O)[C@@H]32)C1=O
  nt, -12.0, 2.2, -0.7, 14.4, 1.6, -18.2
> O=[N+]([O-])c1cccc(CN2CCN(c3ncccn3)CC2)c1
  -3.0, -2.5, -11.0, -6.6, -3.7, -0.7, 0.3
> COc1cc2c(cc1OC)C(=O)C(c1ccc3c(c1)OCO3)CC2 (stereo not drawn)
  nt, -6.7, -2.3, -4.8, -1.1, 1.9, 4.2
> O=C(COc1ccccc1F)N1c2ccccc2CCc2ccccc21
  -17.6, nt, nt, nt, 2.9, nt, -4.3
> CC(=O)N1CCc2c(sc(NC(=O)c3cccc(N4C(=O)CCC4=O)c3)c2C(N)=O)C1
  12.5, 0.4, -2.5, nt, -17.2, -0.4, -0.7
> O=C(NC1CCCCC1)c1cc(-c2ccc(Cl)cc2)on1
  3.9, 7.8, -75.0, nt, 4.1, -1.3, -18.6
> CS(=O)(=O)c1ccc(Cl)c(NC(=O)c2ccc(-n3cncn3)c([N+](=O)[O-])c2)c1
  0.2, 5.3, -6.7, -7.8, -12.3, 0.9, 2.6
> CCS(=O)(=O)Nc1ccc2c(c1)C(=O)N(C)C[C@@H](OC)[C@@H](C)CN(C(=O)c1ccc3c(c1)OCO3)[C@@H](C)CO2
  1.2, -5.5, -5.2, nt, nt, 2.5, 1.9
> COc1ccccc1NCc1nnc(SCC(=O)N/N=C/c2ccco2)n1-c1ccc(Cl)cc1Cl
  nt, nt, nt, 2.3, 8.8, nt, -5.3
> C/C=C/c1ccc([C@@H]2[C@H](CO)N3CCCCN(C(=O)CN(C)C)C[C@@H]23)cc1
  12.4, 5.7, -1.4, 4.2[16.7 µM], -8.0, -3.7, nt
> C/C=C/c1ccc2c(c1)O[C@@H](CN(C)C(=O)c1ccncc1)[C@@H](C)CN([C@@H](C)CO)S2(=O)=O
  -5.5, -1.0, -3.0, -1.4[16.7 µM], -7.8, 2.0, 2.6
> O=S(=O)(NCc1ccc2c(c1)OCO2)c1cccc2nsnc12
  30.3, -4.8, 2.7, nt, 5.7, -0.9, -2.3
> CC(=O)N1CCc2cc(S(=O)(=O)NC(CC(C)C)C(=O)N3CCc4ccccc4C3)ccc21 (stereo not drawn)
  nt, nt, nt, 4.5, -12.6, nt, -3.3
> O=c1c2cc([N+](=O)[O-])ccc2nc2n1CCC2
  -5.2, -1.6, -6.5, 0.2, 17.0, 1.0, -0.3
